HIF activator = HIF pathway transcriptional activators, primary screen, cell-based, U2OS HRE-luciferase, luminescence; 0.32% of 300,000 active; U2OS HRE-luciferase reporter; normalized: DMSO 0%, desferrioxamine 100%; AID 1910, 2009; activation, % at 7.5 µM (by protocol);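 active means mean activation of at least 10% of the iron chelator positive control signal, with at least half of replicates also reaching 10%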
HSF1 inhib = HSF1 inhibitors in luciferase reporter cells, primary screen, cell-based, NIH3T3, luminescence; NIH3T3-HGL HSE-luciferase, MG132-induced, luminescence 8 h; hits give low values; activity change, negative = inhibition, % at 7.5 µM (by protocol); 0.77% of 300,000 active; AID 2098, 2009;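 active means more than half of replicate wells show activity change below -50%, luminescence cut by over half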;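 further: luciferase reports HSF-1 transcriptional activity via heat shock element; 0% = median of DMSO wells and -100% = zero luminescence signal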
GSK3beta inhib = human GSK3beta kinase inhibitors, primary screen, biochemical, cell-free homogeneous, HTS | Glycogen synthase kinase-3 beta (Homo sapiens), P49841 | GST-GSK3beta kinase, ADP-Glo luminescence, 60 min; hits give low values | activity score (negative = inhibition), % at 10 µM | 0.038% of 300,000 active | AID 2097, 2009;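 active means more than half of replicate wells score below -50%, meaning over 50% inhibition versus plate controls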;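 further: 0% = median DMSO wells and -100% = median GW8510 positive control wells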
Target sequence (P49841 whole entry, looked up): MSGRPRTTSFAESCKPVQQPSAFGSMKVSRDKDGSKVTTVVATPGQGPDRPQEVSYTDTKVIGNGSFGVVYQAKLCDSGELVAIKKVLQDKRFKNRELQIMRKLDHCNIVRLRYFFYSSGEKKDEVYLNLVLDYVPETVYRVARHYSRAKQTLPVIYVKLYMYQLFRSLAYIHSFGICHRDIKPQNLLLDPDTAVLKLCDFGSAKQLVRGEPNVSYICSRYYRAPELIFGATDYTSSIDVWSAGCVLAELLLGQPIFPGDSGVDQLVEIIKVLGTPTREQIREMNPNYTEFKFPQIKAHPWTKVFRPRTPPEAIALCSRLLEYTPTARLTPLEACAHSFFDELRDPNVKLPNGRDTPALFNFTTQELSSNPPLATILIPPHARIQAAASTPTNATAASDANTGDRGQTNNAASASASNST
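Test system: GST-tagged human GSK3beta kinase, cell-free; evaluation: activity score scaled between in-plate DMSO and GW8510 controls; measured by: ADP-Glo luminescence; incubation: 60 min reaction, RT; benchmarks: DMSO and 20 µM GW8510; reagent: peptide substrate plus 25 µM ATP (final); medium: Tris/MgCl2 kinase buffer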
HSP90 inh = HSP90 inhibitors, primary screen, cell lysate, luminescence; 0.91% of 290,000 active; Heat shock protein HSP 90 (rabbit reticulocyte lysate; luciferase refolding); Rabbit reticulocyte lysate, luciferase refolding luminescence, 3 h; inhibition, % at 5.6 µM;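 active means inhibition above the screen-wide mean plus 3 SD, computed separately per campaign, cut at about 16% in these data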;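 further: 0% = DMSO wells and 100% = 60 µM geldanamycin wells; inhibitors lower the luminescence because luciferase stays unfolded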
KLF5 inhibitor = KLF5 expression inhibitors, primary screen, DLD-1 cells, luminescence; DLD-1 KLF5 promoter-luciferase reporter; inhibition, % at 5 µM; 0.23% of 290,000 active;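 active means inhibition above a per-plate limit of that plate's mean compound inhibition plus 3 SD, cut at about 60% in these data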;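 further: 0% = DMSO wells and 100% = LY294002 at 200 µM; higher means less KLF5 promoter-driven luciferase light; inactives centre near -14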
GSK3 alpha inh = blockers of GSK3A enzyme activity – biochemical, luminescence, cell-free homogeneous, HTS, primary screen; GSK-3 alpha kinase, ADP-Glo luminescence, 60 min; Glycogen synthase kinase-3 alpha (Homo sapiens), P49840; 0.1% of 320,000 active; inhibition, % at 10 µM;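 in the data active means inhibition above about 50%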;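 further: GST-tagged GSK-3 alpha with peptide substrate and 25 µM ATP; 0% = DMSO neutral wells and 100% = GW8510 positive control wells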
Target sequence (P49840 whole entry, looked up): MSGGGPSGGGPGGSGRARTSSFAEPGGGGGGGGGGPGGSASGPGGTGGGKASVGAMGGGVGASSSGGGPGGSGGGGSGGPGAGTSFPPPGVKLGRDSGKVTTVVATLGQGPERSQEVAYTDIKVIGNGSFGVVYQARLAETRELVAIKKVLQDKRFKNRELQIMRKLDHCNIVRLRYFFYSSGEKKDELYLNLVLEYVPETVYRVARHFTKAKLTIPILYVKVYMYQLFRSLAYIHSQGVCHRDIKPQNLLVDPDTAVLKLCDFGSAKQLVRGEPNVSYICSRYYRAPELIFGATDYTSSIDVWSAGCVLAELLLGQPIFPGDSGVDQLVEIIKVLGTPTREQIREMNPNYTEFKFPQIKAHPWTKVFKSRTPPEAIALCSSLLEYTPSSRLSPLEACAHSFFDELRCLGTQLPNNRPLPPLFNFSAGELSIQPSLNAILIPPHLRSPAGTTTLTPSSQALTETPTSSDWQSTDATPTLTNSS
AI-2 QS modul = Vibrio harveyi AI-2 quorum sensing modulators, primary screen, JMH597 strain, luminescence/OD600 ratio; AID 2094, 2009; activity change, % at 7.5 µM; Vibrio harveyi JMH597 AI-2 luminescence/OD600 ratio, 9 h; hits give low values; strain lacks LuxN and CqsS sensors; 0 = neutral-control median; 0.4% of 300,000 active; in the data active means activity change below about -75%, passing the limit was not always enough;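 further: luminescence divided by OD600 gain over 9 h not by final OD600 alone; inactives centre near 13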
HSF-1 act = HSF-1 activators, primary screen, NIH3T3-HGL cells, MG132 stress, luminescence, single point; NIH3T3-HGL HSF-1 luciferase reporter, 8 h; 100% = twice DMSO control signal; activation, % at 9 µM; 1.7% of 300,000 active;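 active means mean replicate activation of at least 50% with a set share of replicates each reaching 50%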;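 further: 0% = median of the neutral control wells and 100% = twice that signal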
aSyn 5UTR inh = MLPCN primary screen, SNCA 5' untranslated region. alpha-synuclein 5'UTR reporter, inhibitor activity. inhibition, % (tested at 7.5 µM). 0.82% of 300,000 active. AID 1813, 2009; in the data active means inhibition above about 60%;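 further: H4 neuroglioblastoma cells stably carrying SNCA 5'UTR luciferase fusion; 0% = DMSO wells and 100% = positive control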
IEC-6 cytotox = cytotoxicity in IEC-6 intestinal epithelial cells, primary screen, cytotoxicity control for KLF5 inhibitor project, cell-based, luminescence. IEC-6 cytotoxicity, luminescence viability. inhibition, % at 5 µM. 0.78% of 290,000 active. AID 1825, 2009; in the data active means inhibition above about 22%;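 further: 0% = plate median of test compound wells and 100% = cytotoxic reference compound wells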
Numbers without * were called inactive; x = no result given.

SMILES	HIF activator	HSF1 inhib	GSK3beta inhib	HSP90 inh	KLF5 inhibitor	GSK3 alpha inh	AI-2 QS modul	HSF-1 act	aSyn 5UTR inh	IEC-6 cytotox
CC(OC(=O)c1ccc(Cl)nc1)C(=O)NC(C)(C)C (stereo unspecified)	-0.2	x	9	2	-37	4	24	x	-1	-1
CC(C)(C)NC(=O)COC(=O)c1ccc(Cl)c(S(N)(=O)=O)c1	x	x	1	2	-24	-3	17	x	x	1
CCN(CC)Cc1ccccc1Sc1ccccc1	-0.3	-9	1	0	-15	1	-10	-6	25	0
CC(/C=N/NC(=O)c1ccccc1F)=C\c1ccccc1	3.9	18	-1	0	-149	0	26	33	-138	4
Cc1cc(C)n(/N=C/c2ccccc2)c(=O)c1C#N	-0.3	-1	-3	1	5	-2	6	-10	1	4
COc1ccc(CC(=O)c2cc(OC)c(OC)cc2CC(=O)O)cc1OC	-0.1	-3	2	3	-14	1	15	5	1	0
CCCC(=O)Nc1ccc(Br)c(Cl)c1	0.1	-6	-1	-7	-22	0	16	1	11	-2
O=C(CSc1nnnn1-c1ccccc1)CSc1nnnn1-c1ccccc1	x	3	2	-2	-18	-4	1	7	33	-11
Cc1ccc(C)c(-n2cc(CN3CCN(C(=O)c4ncn[nH]4)CC3)c(-c3ccccc3)n2)c1	-0.3	3	0	1	4	0	3	7	19	-1
COc1ccc(C2(O)CCN(Cc3nnnn3Cc3ccc(C)cc3)CC2)cc1	-0.3	1	2	4	14	-4	5	4	4	2
Cc1ccc(S(=O)(=O)N2CCC(C(=O)N3CCC[C@H]3C(=O)NCC(C)C)CC2)cc1	-0.8	-3	-2	-4	-23	-2	20	-5	-15	8
CC(C)CNC(=O)COC(=O)/C=C/c1ccco1	-0.5	-6	0	-1	-20	-1	24	-4	-35	-6
CCOC(=O)c1c(NC(=O)COC(=O)c2ccncc2)sc(C)c1C	0.5	-9	-4	0	18	6	11	-2	11	-4
N#Cc1ccc2nc3c(nc2c1)CCCC3	0.7	-4	-1	3	-29	-1	2	-9	3	1
O=C(NCc1ccccc1)c1onc(CSc2ccc(F)cc2)c1C(=O)NCc1ccccc1	-0.2	-1	-2	x	x	-3	14	-15	25	x
Cc1nnc(SCC(=O)Nc2ccc(Br)cc2)n(N)c1=O	0.7	-2	2	4	-34	1	20	11	-20	-1
Cc1cccc(C(=O)N2CCCCCC2)c1	0.0	-6	4	3	1	-6	19	-13	10	-3
CCOC(=O)c1c(CN2CCN(c3ccccc3)CC2)oc2ccc(O)cc12	0.1	7	2	-5	-1	-1	18	25	2	-3
O=C(NCCC1CCCCN1S(=O)(=O)c1ccccc1)C(=O)NCc1ccccn1 (stereo unspecified)	-0.4	-5	3	x	x	0	15	-4	3	x
Cc1ccc2cc(CN(Cc3ccc4c(c3)OCO4)Cc3nnnn3Cc3ccco3)c(=O)[nH]c2c1	-0.3	2	3	2	-9	3	12	11	28	-5

11 structures out of the list, arranged by number of heavy atoms, rising:
SMILES	HIF activator	HSF1 inhib	GSK3beta inhib	HSP90 inh	KLF5 inhibitor	GSK3 alpha inh	AI-2 QS modul	HSF-1 act	aSyn 5UTR inh	IEC-6 cytotox
CCCC(=O)Nc1ccc(Br)c(Cl)c1	0.1	-6	-1	-7	-22	0	16	1	11	-2
Cc1cccc(C(=O)N2CCCCCC2)c1	0.0	-6	4	3	1	-6	19	-13	10	-3
Cc1cc(C)n(/N=C/c2ccccc2)c(=O)c1C#N	-0.3	-1	-3	1	5	-2	6	-10	1	4
Cc1nnc(SCC(=O)Nc2ccc(Br)cc2)n(N)c1=O	0.7	-2	2	4	-34	1	20	11	-20	-1
CC(C)(C)NC(=O)COC(=O)c1ccc(Cl)c(S(N)(=O)=O)c1	x	x	1	2	-24	-3	17	x	x	1
O=C(CSc1nnnn1-c1ccccc1)CSc1nnnn1-c1ccccc1	x	3	2	-2	-18	-4	1	7	33	-11
COc1ccc(C2(O)CCN(Cc3nnnn3Cc3ccc(C)cc3)CC2)cc1	-0.3	1	2	4	14	-4	5	4	4	2
O=C(NCCC1CCCCN1S(=O)(=O)c1ccccc1)C(=O)NCc1ccccn1 (stereo unspecified)	-0.4	-5	3	x	x	0	15	-4	3	x
Cc1ccc(C)c(-n2cc(CN3CCN(C(=O)c4ncn[nH]4)CC3)c(-c3ccccc3)n2)c1	-0.3	3	0	1	4	0	3	7	19	-1
O=C(NCc1ccccc1)c1onc(CSc2ccc(F)cc2)c1C(=O)NCc1ccccc1	-0.2	-1	-2	x	x	-3	14	-15	25	x
Cc1ccc2cc(CN(Cc3ccc4c(c3)OCO4)Cc3nnnn3Cc3ccco3)c(=O)[nH]c2c1	-0.3	2	3	2	-9	3	12	11	28	-5

(next part)
SMILES	HIF activator	HSF1 inhib	GSK3beta inhib	HSP90 inh	KLF5 inhibitor	GSK3 alpha inh	AI-2 QS modul	HSF-1 act	aSyn 5UTR inh	IEC-6 cytotox
Cc1cccc2c1N(C(=O)c1ccco1)C(C)(C)c1ssc(=S)c1-2	-0.2	-1	4	-3	-1	0	11	4	11	-6
Cc1cc(=O)n2c(c1C#N)SC1CCCCC12O (stereo unspecified)	x	-8	1	-2	-32	0	13	-5	37	-4
O=C(O)CCC(=O)NC1CCCCC1	0.1	1	-7	0	-28	-1	25	-5	-7	-1
COc1ccc(N2CCN(C(=O)COc3ccc4c(C)cc(=O)oc4c3C)CC2)cc1	-0.2	-4	0	-4	-4	-3	12	-11	17	-6
CCOC(=O)COn1c(=O)c(-c2ccc(OC)cc2)[n+]([O-])c2ccccc21	1.0	-8	-1	2	-35	-3	3	6	-57	1
CCCCc1nc2ccccc2c(=O)n1NC(=O)c1c(O)c2ccccc2n(C)c1=O	-0.2	3	0	2	-14	0	28	20	16	9
COc1ccc(OCc2nnc(SCC(=O)c3ccccc3)o2)cc1	-0.3	9	2	2	-4	1	24	13	38	8
Cc1cccc(NS(=O)(=O)c2c(C(=O)N3CCCC3)c(C)n(C)c2C)c1	0.0	7	-1	1	-8	-1	27	30	32	-1
O=C1CC(N2CCN(c3ccc(Cl)cc3)CC2)C(=O)N1c1ccccc1 (stereo unspecified)	0.4	6	-2	11	-21	6	28	-15	-3	1
COc1ccccc1N(C(=O)c1ccco1)C(C(=O)NC1CCCCC1)c1cc(OC)c(OC)c(OC)c1 (stereo unspecified)	-0.5	2	0	6	-11	-2	35	-7	0	3
COc1ccc(/C=C/C(=O)O)cc1COc1cccc(C)c1	-0.1	4	2	-8	2	0	15	11	15	12
O=C(NCc1ccco1)Nc1ccc2nsnc2c1	0.6	2	1	-1	-16	2	-19	5	-76	-5
N#C/C(=C(/O)COc1ccccc1)c1nc2ccccc2s1	0.3	8	-1	-1	0	2	8	1	-63	0
Cc1noc(C)c1CSCC(=O)Nc1cc(Cl)ccc1N1CCCCC1	-0.2	-34	3	x	x	-1	31	-41	10	x
COc1cc(/C=N\NC(=O)CC#N)ccc1OC/C=C/c1ccccc1	-0.4	5	4	0	-24	1	10	23	44	3
CNC(=S)N(CCc1c(C)[nH]c2ccc(C)cc12)Cc1ccc(OC)c(OC)c1	-0.4	6	1	5	16	-1	6	16	35	2
NS(=O)(=O)c1ccc(NC(=O)Cc2c(F)cccc2Cl)cc1	-0.5	6	2	1	-12	0	7	12	14	3
CCC(=O)N1c2ccccc2NC2=C(C(=O)CC(C)(C)C2)C1c1ccc(O)c(OC)c1 (stereo unspecified)	-11	-3	3	-4	-11	-2	17	-13	-2	-8
O=C(NCCCN1CCCC1=O)c1ccc2c(c1)OCO2	-0.1	-3	0	-3	1	-1	6	-6	1	-4
COc1ccc(NC(=O)c2cccc(NS(=O)(=O)c3ccccc3)c2)cc1	-0.4	2	4	1	-15	-1	6	8	10	6
COC(=O)c1c(C(=O)OC)c2ccncn2c1Cl	0.4	-1	-4	3	-9	2	9	0	-28	-6
Cc1cccc(-n2c(C)cc(/C=N/n3cnnc3)c2C)c1	0.2	15	-6	-1	-25	-6	0	46	-8	3
CCCCC(=O)N1CCN(c2nc3ccc(OCC)cc3s2)CC1	1.4	-4	5	1	-32	10	5	-11	-15	1
CCC(=O)Nc1ccc(NC(=O)/C=C/c2ccc(Cl)cc2)cc1	0.7	-2	2	3	-9	1	10	0	-3	-1
O=C(Cc1cc(=O)[nH]c(=O)[nH]1)NCc1ccccc1	0.0	-5	-1	8	-7	-10	10	5	18	-6
CCOCCCN(C(=O)Cn1nnc(-c2ccc(OC)c(OC)c2)n1)C(C(=O)NCC1CCCO1)c1ccc(F)cc1 (stereo unspecified)	-3.2	2	-1	-2	4	0	23	-1	21	-14
CSCCOC(=O)C1=C(C)Nc2ccc(C)cc2S1	2.2	-8	3	4	-4	-2	11	-16	-29	-2
CN(CCO)C(=O)C(c1ccccc1)c1ccccc1	0.2	-3	0	4	-14	-3	27	4	0	-2
COc1ccc(-c2nnc(-c3ccccc3O)o2)cc1	2.6	10	2	3	-76	-2	19	18	-55	-3
O=C(COC(=O)c1ccc2[nH]c3c(c2c1)CCCC3)NC1CCS(=O)(=O)C1 (stereo unspecified)	0.0	0	-1	1	-16	9	17	5	-40	-2
COC(=O)c1cc2occc2n1Cc1nc(-c2ccccc2F)oc1C	-0.7	-3	-2	-2	-11	-1	9	4	1	2
Cc1cccc(NC(=O)CSCc2cc(=O)n3ccsc3n2)c1C	0.2	0	-2	1	-29	1	23	-9	18	-2
CC1(C)CC(=O)C(C(O)c2cccc([N+](=O)[O-])c2)C(C)(C)N1 (stereo unspecified)	0.2	-6	-2	7	5	0	6	-3	11	1
CC1=C[C@@H](C)[C@@H](c2ccc(C(F)(F)F)cc2)OC1=O	1.0	8	-3	0	-28	-1	27	12	-63	3
Cc1cccc([C@@H]2[C@@H]3C(=O)N(Cc4ccccc4)C(=O)[C@@H]3[C@]3(CC(C)C)C(=O)N(c4cccc(Cl)c4)C(=O)N23)c1	-0.7	8	-1	2	-2	-2	40	7	-13	-10

Compounds as they come; about 4.7% have a hit in one of these screens.
